Compound activity from PubChem.
TIM10 inh = TIM10 yeast growth inhibition | S. cerevisiae TIM10 strain growth, BacTiter-Glo luminescence, 24 h | inhibition, % at 10 µM | 1.4% of 330,000 active | AID 463195;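 active = inhibition of 40% or more at the single tested concentration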;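 also: wild-type TIM10 isogenic control strain grown at permissive 25 °C; 0% = DMSO yeast wells and 100% = minimal medium wells without yeast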
NR3A LBD binder = modulates the human NR3A ligand-binding domain; 2.5% of 340,000 active; Tm shift relative to glycine control, % at 25 µM; NR3A LBD differential scanning fluorimetry, Tm shift; 0% = protein alone, 100% = glycine-bound protein;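 active = melting temperature shift of at least 10% of the positive control shift, at one fixed dose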
APJ antagonist = APJ receptor antagonism | P35414 | CHO-K1 APJ beta-arrestin complementation, luminescence | inhibition, % at 20 µM | 0.32% of 330,000 active | AID 2521;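 active = inhibition above about 40% at 20 µM, limit read from the data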;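 also: cells challenged with 10 nM apelin-13 agonist together with compound; plate controls were apelin-13 plus DMSO wells for no effect and DMSO wells lacking apelin-13 for full effect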
Target sequence (P35414 whole entry, looked up): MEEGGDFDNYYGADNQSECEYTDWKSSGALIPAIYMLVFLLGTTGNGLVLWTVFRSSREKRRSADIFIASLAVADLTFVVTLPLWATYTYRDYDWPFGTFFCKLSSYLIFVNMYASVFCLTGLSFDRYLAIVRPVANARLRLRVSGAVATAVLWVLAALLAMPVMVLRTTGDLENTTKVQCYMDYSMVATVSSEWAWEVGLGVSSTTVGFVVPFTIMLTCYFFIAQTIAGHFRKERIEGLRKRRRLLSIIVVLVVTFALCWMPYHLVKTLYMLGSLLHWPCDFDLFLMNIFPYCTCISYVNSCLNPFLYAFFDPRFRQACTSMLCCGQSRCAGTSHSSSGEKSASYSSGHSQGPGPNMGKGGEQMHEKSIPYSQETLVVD
NLRP3 yeast inh = inhibitors of NALP3 inflammasome in yeast | Yeast reconstituted NLRP3/ASC/caspase-1, beta-gal luminescence, 24 h | inhibition, % at 10 µM | 0.39% of 330,000 active;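 active = inhibition of 50% or more; inactive = inhibition below 50%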;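 also: plate controls were induced DMSO wells for no effect and uninduced yeast grown without galactose for full effect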
beta cell repl = MIN6 beta-cell proliferation induction; MIN6 cells proliferation, ATPlite luminescence, 48 h; cells starved in 0.2% serum; 100% = growth in 10% serum; AID 2380; 0.29% of 330,000 active; proliferation, % at 10 µM;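 active = compounds whose signal lies at least 3.5 SD above the mean of all wells on their plate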;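 also: 0% = DMSO-treated cells in low-serum medium and 100% = 10% serum control; some compounds called inactive have numbers as strong as hits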
tim23-1 inh = growth inhibitors of tim23-1 mutant yeast; S. cerevisiae tim23-1 growth, BacTiter-Glo luminescence, 24 h; AID 463212; inhibition, % at 20 µM; 1.3% of 330,000 active;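 active = growth inhibition of the mutant yeast at or above 50%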;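 also: temperature-sensitive mutant grown at 25 °C; plate controls were DMSO-treated mutant yeast for no effect and medium wells lacking yeast for full effect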
tim10-1 inh = growth inhibitors of tim10-1 mutant yeast | inhibition, % at 20 µM | 2.2% of 330,000 active | AID 463190 | S. cerevisiae tim10-1 ts strain growth, BacTiter-Glo, 24 h;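 active = inhibition of at least 40%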;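 also: mutant grown at 25 °C; 0% = DMSO wells with yeast and 100% = wells holding no yeast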
APJ ag = agonists of human APJ apelin receptor | P35414 | CHO-K1 APJ PathHunter beta-arrestin, luminescence; 0% DMSO wells, 100% apelin | activation, % at 20 µM | 0.11% of 330,000 active | AID 2520;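 active = activation more than six SD over the plate average, tested at 20 µM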;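 also: 0% = DMSO alone and 100% = apelin-13 at 10 nM; some results filed as inactive read as strong as hits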
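Test system – PathHunter CHO-K1 APJ (AGTRL-1) beta-arrestin reporter cells · Input – 1000 cells/well · Compound – single test compound dose, 20 µM final, 1% DMSO · Times – compound stimulation 90 min at 25 °C, detection 60 min · Technique – beta-gal luminescence · Read-out basis – APJ–arrestin association signal · Control set – negative DMSO alone, positive Apelin-13 at 10 nM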
MPTP inh = inhibitors of mitochondrial permeability transition pore; isolated mouse mitochondria, Ca2+ swelling absorbance, 30 min; inhibition, % at 10 µM; 1.4% of 360,000 active; AID 602449;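 active = inhibition of 50% or more, scaled per plate between neutral and stimulator controls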;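 also: 0% = DMSO wells given calcium and 100% = 1 mM EGTA wells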
* marks the source's active call; other numbers are inactive results; nt = not tested or not shown.

molecule	TIM10 inh	NR3A LBD binder	APJ antagonist	NLRP3 yeast inh	beta cell repl	tim23-1 inh	tim10-1 inh	APJ ag	MPTP inh
OC(COc1ccc2ccccc2c1)Cn1cncn1 (stereo not given)	-11	1	-1	4	-2	7	19	-2	-0.3
Cc1ccccc1C(=O)Nc1c2c(nc3ccccc13)CCCC2	9	-2	-1	-4	0	25	13	0	-0.2
CC1CCN(c2nc(/C=C/c3ccccc3)nc3ccccc23)CC1	39	0	-1	25	0	46	37	-1	22
CCOc1ccc(NC(C)=O)cc1	8	2	10	20	-3	-18	2	-2	-0.9
CCSC1=NCCN1C(=O)c1c(-c2ccccc2Cl)noc1C	9	0	-4	2	0	10	19	-1	0.0
CCN(C[C@H]1N[C@@](C)(C(=O)OC)[C@H]2C(=O)N(C)C(=O)[C@@H]12)S(=O)(=O)c1ccc(-c2ccccc2)cc1	10	-9	-8	5	2	16	13	-4	-1.7
CCOc1cc(/C=C2\SC(=S)N(NS(=O)(=O)c3ccc(C)cc3)C2=O)ccc1O	31	-5	41*	-11	-4	27	20	-4	19
Cc1ccc(C(=O)N/N=C/c2sc(=O)n(Cc3cccc(C(=O)O)c3)c2Cl)cc1	-4	4	4	-2	2	0	0	-3	-0.4
COc1ccccc1/C=C/C=N/NC(=O)c1ccco1	26	1	11	24	-2	44	22	-4	3.6
O=C(Nc1nnc(SCCC2OCCO2)s1)C1CC(=O)N(c2ccccc2)C1 (stereo not given)	0	2	9	0	-4	-3	3	-2	0.2
O=C(c1ccco1)N1CCN(Cc2nc(Cc3ccccc3)no2)CC1	-5	1	-10	11	-2	9	1	1	-0.7
Cc1csc(NC(=O)C2CCCN2C(=O)Oc2ccccc2)n1 (stereo not given)	3	-2	-6	6	1	14	10	1	0.9
Cc1nn2cnc3sc4c(c3c2nc1=O)CCCC4	-13	4	7	6	-5	-4	7	0	3.1
Cc1nc(-c2ccc(S(=O)(=O)Nc3ccc(Br)cc3Cl)s2)cs1	38	9	2	5	-1	41	28	0	26
Cc1ccc(C2SCC(C(=O)O)N2C(=O)c2ccc(F)cc2)cc1 (stereo not given)	3	-7	-8	8	0	7	3	-1	-13
O=C(COc1ccccc1)Nc1nc(-c2cccs2)cs1	12	-5	4	10	-1	16	0	1	1.7
COc1ccc2oc(C(=O)OCC(=O)Nc3cccc(S(=O)(=O)N4CCOCC4)c3)c(C)c2c1	2	-2	-12	8	-4	12	5	-2	-0.5
CCCCn1ccnc1C(=O)c1cccc(S(=O)(=O)N2CC(C)CC(C)C2)c1 (stereo not given)	22	16*	-22	8	-6	34	30	-1	-0.4
Cc1ccc(OC(=O)c2ccc(Cl)c([N+](=O)[O-])c2)cn1	15	-1	-10	10	-3	27	30	-4	0.3
O=C(CN1CCc2cc3c(cc2C1)OCCCO3)Nc1ccc(S(=O)(=O)N2CCCC2)cc1	4	-3	-10	-10	-3	20	25	2	-1.0
CCc1c(-c2ccccc2)nc(N)c(C#N)c1-c1cccs1	13	1	8	-16	-3	27	21	-3	-1.6
Cc1nnsc1S(=O)(=O)Cc1ccccc1C(F)(F)F	0	1	-14	7	-2	14	21	1	-0.6
COc1ccc(NC(=O)NC(C(F)(F)F)C(F)(F)F)cc1	-11	4	-19	-13	-3	-8	-25	-4	-2.1
COc1ccc(S(=O)(=O)NNC(N)=S)cc1	12	1	-5	1	-2	8	-4	-2	0.4
COC(=O)CCN(C)CCC(=O)OC	4	-4	13	6	-2	10	-2	-1	0.1
O=c1cc(Nc2ccc3c(c2)OCCO3)[nH]c(=O)n1Cc1ccc(F)cc1	4	-7	6	20	-1	19	13	4	6.6
Cc1c(-c2cc(C(=O)O)on2)cnn1C	-11	1	10	5	-4	8	4	-3	0.2
CCn1nnnc1NCc1ccc(SC)cc1	-1	3	-1	14	0	7	-9	2	-0.3
COc1ccc(C(CC(=O)Nc2ccccn2)N2Cc3ccccc3C2=O)cc1OC (stereo not given)	3	1	14	1	-4	-3	12	1	-1.3
O=C(Nc1ccc(-c2ccc(N3CCCCC3)nn2)cc1)c1ccco1	30	2	-24	17	-1	63*	27	3	0.0
Cc1ccc(C)c2[nH]c(=O)c(CCNC(=O)CC(C)C)cc12	-3	-1	2	2	6	11	19	0	-1.4
Cc1cc(-c2ccccc2)nc2cc(C(=O)OC(C)C)nn12	-44	-1	-10	20	3	10	-42	0	0.6
COc1ccc(C(=O)NC2CCCc3c2cnn3-c2ccccc2F)cc1OC (stereo not given)	-7	0	-5	9	-2	7	8	2	5.0
CCOC(=O)c1cn(-c2c(C)n(C)n(-c3ccccc3)c2=O)c2c(F)c(F)c(F)cc2c1=O	6	-3	7	4	0	5	4	-2	1.4
COc1ccc(NCc2ccsc2)cc1	7	2	6	17	-4	6	28	-3	0.6
C=CCn1c(SCC(=O)NCCCC(=O)OCC)nc2scc(-c3ccco3)c2c1=O	19	0	26	17	1	7	16	-2	1.1
CS(=O)(=O)N(CC(=O)Nc1ccc(S(=O)(=O)N2CCCC2)cc1)c1cccc(F)c1	-3	1	-17	4	0	4	1	0	1.1
O=C(Nc1cccc(-c2cccc(F)c2)c1)C1CCN(C2CCC2)CC1	-22	0	-32	21	-7	-2	35	1	64*
CC(NS(=O)(=O)c1ccc(Cl)cc1)C(c1cccs1)N1CCN(C)CC1 (stereo not given)	-7	-1	-9	4	-3	0	-18	-3	-0.9
C/C1=C\CCC2C(/C=C(\C)CC1)OC(=O)C2CN1CCCCC1 (stereo not given)	30	-1	-16	-14	-3	35	40*	0	-0.7
O=C(CSc1n[nH]c(=O)[nH]c1=O)c1ccc(Cl)cc1Cl	-24	1	-11	-9	-2	6	-17	-6	1.4
O=C(CCN1C(=O)c2ccccc2C1=O)NCc1ccc(F)cc1	-3	0	25	10	-2	6	4	-2	0.2
NC(=S)NNC(=O)/C(=C/c1ccc(Br)cc1)NC(=O)c1ccccc1	-1	13*	26	27	4	-2	-5	-5	-0.7
COc1cc(NC(=O)c2nccnc2C(=O)O)cc(OC)c1	7	0	9	11	-3	-8	-10	3	-2.2
CCOC(=O)N/N=C(\C)c1ccc(Oc2ncccn2)cc1	-3	-3	16	1	2	9	-5	0	0.1
CCOC(=O)C(C(=O)OCC)N(C#N)c1nc(C)cc(C)n1	1	-1	1	7	-3	25	10	-2	-1.0
CCN(CC)S(=O)(=O)c1ccc(Cl)c(C(=O)Oc2cccnc2)c1	1	0	12	11	-2	18	25	3	-3.0
O=C1CC(N2CCN(c3ccc(F)cc3)CC2)C(=O)N1c1ccc2c(c1)OCO2 (stereo not given)	-2	-1	-2	19	-3	12	12	0	0.8
CCOc1ccc(/C=N/Nc2nncc(-c3ccccc3)n2)cc1OC	5	-30	-2	17	0	0	0	1	0.4
Cn1cnnc1SCC(=O)NCCc1ccc(Cl)cc1Cl	6	0	-5	22	-3	-2	-8	-2	0.1

Additional records follow.
molecule	TIM10 inh	NR3A LBD binder	APJ antagonist	NLRP3 yeast inh	beta cell repl	tim23-1 inh	tim10-1 inh	APJ ag	MPTP inh
CCOC(=O)c1c2c(n(C)c1COC)C(=O)C(=O)c1ccc(Br)cc1-2	6	nt	-11	12	-6	41	48*	12	nt
Nc1n[nH]c(-c2ccccc2)c1-c1ccccc1	22	-4	-1	11	-2	-8	17	-2	-0.8
CCN(CC)CCNC(=O)CCc1nn(C)c(=O)c2ccccc12	12	-3	12	-7	4	0	-5	0	2.5
CC(NC(=O)CSCc1ccc(Br)cc1)c1ccccc1 (stereo not given)	5	1	1	28	0	24	19	-3	-0.9
CCO[C@H]1OC(C(=O)NC2CC2)=C[C@@H](C2CC2)[C@@H]1CCCO	0	0	6	4	-3	5	-4	5	-0.3
Cc1ccc(Cc2c(C)nc3nc(SCC(=O)NCCCN4CCOCC4)nn3c2C)cc1	11	0	5	-1	4	5	4	-2	2.0
CN(C)CCNC(=O)/C(=C/c1ccc(-c2cccc(Cl)c2)o1)NC(=O)c1ccccc1	13	-1	12	-2	-6	12	-2	-2	0.1
O=C1CC(c2ccccc2)CC(O)=C1C=Nc1cccc(Cl)c1 (stereo not given)	90*	-2	6	4	1	85*	89*	-6	1.3
O=[N+]([O-])c1ccc(Sc2ncccn2)c([N+](=O)[O-])c1	37	-2	-44	12	-6	53*	42*	8	1.8
C/C(=N\NC(=O)c1ccccc1F)c1ccc(C#N)cc1	4	0	19	25	-3	4	5	-2	-1.6
Cn1c(=N)n(CC(=O)c2ccccc2)c2ccccc21	9	-3	12	28	-3	0	-13	0	-0.6
Cc1nnc(SC(C)C(=O)Nc2nccs2)s1 (stereo not given)	-26	0	17	0	-1	-34	-10	-4	0.3
COc1cccc(CSc2nc3ccccc3cc2C=O)c1	46*	-14	-12	41	-5	71*	49*	0	1.9
CCN(CC)S(=O)(=O)c1ccc(N2CCCC2)c(NC(=O)Cc2cc(OC)c(OC)c(OC)c2)c1	3	-3	4	15	-1	4	10	-1	-0.5
C=CCSC1=C(C#N)C(c2ccccc2C)CC(=O)N1 (stereo not given)	-1	3	7	17	0	21	24	0	0.7

Three entries already listed, ordered by their value in NLRP3 yeast inh, rising:
molecule	NLRP3 yeast inh
CCOC(=O)c1c2c(n(C)c1COC)C(=O)C(=O)c1ccc(Br)cc1-2	12
C=CCSC1=C(C#N)C(c2ccccc2C)CC(=O)N1 (stereo not given)	17
Cn1c(=N)n(CC(=O)c2ccccc2)c2ccccc21	28
